RXFP1 antag: qHTS Assay for Antagonists of the Relaxin Receptor RXFP1; HEK293-RXFP1, relaxin-stimulated cAMP HTRF, 30 min; active compounds read low; AID 1259400, 2018; Relaxin receptor 1 (Homo sapiens), Q9HBX9; actives 0.59% (n = 350,000); activity change, negative = inhibition, % at 57.5 µM;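 active = activity change of -60% or lower, but not beyond a set lower limit; inconclusive = change between -60% and -40%, or beyond the set limit; inactive = change above -40%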; also: % is scaled to controls: 0 for no effect and ±100 for the full control effect
Apoferritin bind: qHTS Assay for Identification of Novel General Anesthetics. actives 0.074% (n = 350,000). apoferritin/1-aminoanthracene competitive binding, fluorescence. Ferritin light chain (Equus caballus), P02791. Potency, µM (top dose mostly 77.5 µM), without a hit: at the top dose activity change, negative = displacement, most hits filed as inhibitors; also: potency is read from the fitted curve at half-maximal effect; % is scaled to controls: 0 for no effect and ±100 for the full control effect; nearly all actives have a fitted effect of over 20% in size
Target sequence (P02791 2-175 limits assumed): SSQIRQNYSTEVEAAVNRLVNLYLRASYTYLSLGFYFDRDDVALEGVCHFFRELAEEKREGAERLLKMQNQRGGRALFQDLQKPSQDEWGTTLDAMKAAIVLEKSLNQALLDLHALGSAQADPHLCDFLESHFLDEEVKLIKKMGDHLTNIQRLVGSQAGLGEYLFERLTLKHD
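Apoferritin-based anesthetic binding model; compound displacement of fluorescent 1-AMA measured as endpoint fluorescence after 10 minutes at room temperature, scaled to free-ligand and complex controls.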
APE1 inh: qHTS Assay for Inhibitors of the Human Apurinic/apyrimidinic Endonuclease 1 (APE1) | actives 0.35% (n = 350,000) | DNA repair nuclease/redox regulator APEX1 (Homo sapiens), P27695 | Potency, µM (doses to about 65.8 µM), inactives show at the top dose activity change, negative = inhibition, usual class: inhibitors | recombinant APE1, TAMRA/BHQ-2 abasic DNA cleavage fluorescence;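 also: potency is read from the fitted curve at half-maximal effect; plate controls were vehicle for no effect and reference inhibitor for full effect; nearly all actives have a fitted effect of over 55% in size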
Target sequence (P27695 whole entry, looked up): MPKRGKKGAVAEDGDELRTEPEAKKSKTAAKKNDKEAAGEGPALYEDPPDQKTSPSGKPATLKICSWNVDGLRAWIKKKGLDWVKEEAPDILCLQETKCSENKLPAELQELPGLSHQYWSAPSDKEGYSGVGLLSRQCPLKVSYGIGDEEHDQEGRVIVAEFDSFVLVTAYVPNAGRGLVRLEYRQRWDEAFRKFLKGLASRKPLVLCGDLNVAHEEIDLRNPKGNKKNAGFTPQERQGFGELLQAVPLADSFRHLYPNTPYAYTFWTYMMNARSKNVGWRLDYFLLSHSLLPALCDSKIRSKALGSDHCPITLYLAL
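APE1 at 0.75 nM preincubated 15 min at room temperature with compound. Reaction then started with 50 nM double-stranded THF-abasic substrate labelled with TAMRA/BHQ-2, and 525/598 nm fluorescence read kinetically. Activity taken as third-minus-first read difference, normalized to DMSO and NSC13755 controls.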
PGK inhibitor: qHTS Assay to Find Inhibitors of Phosphoglycerate Kinase | Phosphoglycerate kinase, glycosomal (Trypanosoma brucei brucei), P07378 | PGK/GAPDH coupled, Kinase-Glo luminescence, 60 min | Potency, µM (top dose mostly 57.5 µM), inactives show top-dose activity change, negative = inhibition, actives largely listed as inhibitors | actives 0.043% (n = 380,000); also: potency is read from the fitted curve at half-maximal effect; % is scaled to controls: 0 for no effect and ±100 for the full control effect; nearly all actives have a fitted effect of over 60% in size
Target sequence (P07378 whole entry, looked up): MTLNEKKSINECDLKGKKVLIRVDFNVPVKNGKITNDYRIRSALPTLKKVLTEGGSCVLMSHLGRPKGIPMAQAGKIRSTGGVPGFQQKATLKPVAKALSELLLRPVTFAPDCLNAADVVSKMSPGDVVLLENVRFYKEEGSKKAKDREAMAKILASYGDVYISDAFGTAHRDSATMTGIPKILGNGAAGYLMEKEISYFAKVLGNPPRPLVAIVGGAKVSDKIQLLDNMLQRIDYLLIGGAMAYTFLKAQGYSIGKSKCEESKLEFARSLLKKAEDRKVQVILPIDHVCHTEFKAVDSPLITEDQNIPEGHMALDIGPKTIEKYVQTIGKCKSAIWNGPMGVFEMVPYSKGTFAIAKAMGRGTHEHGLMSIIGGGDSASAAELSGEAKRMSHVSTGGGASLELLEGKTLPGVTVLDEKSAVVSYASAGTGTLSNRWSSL
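Luminescent ATP detection (Kinase-Glo Plus) follows a 60-minute room-temperature incubation, with wells lacking PGK as controls. Buffer: 100 mM TEA (pH 7.6), 5 mM MgCl2, 0.01% Tween-20. Coupling enzyme GAPDH (100 nM final) supplies unstable 1,3-BPG in-well.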
POLK inh: qHTS for Inhibitors of Polymerase Kappa; DNA polymerase kappa (Homo sapiens), Q9UBT6; Potency, µM (doses to about 107 µM), inactives show at the highest dose activity, negative = inhibition, actives largely listed as inhibitors; AID 588579, 2011; actives 0.53% (n = 400,000); purified Pol kappa, fluorescent DNA synthesis assay, 10 min; also: potency is read from the fitted curve at half-maximal effect; % is scaled to controls: 0 for no effect and ±100 for the full control effect
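Inhibition of 10 nM Pol kappa is measured by a fluorescent read-out at 0 and 10 min following addition of 50 nM substrate (final), with a 15-min room-temperature compound preincubation.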
BLM helicase inh: qHTS Assay for Inhibitors of Bloom's syndrome helicase (BLM). RecQ-like DNA helicase BLM (Homo sapiens), P54132. recombinant BLM DNA unwinding, fluorescence dequenching. AID 2528, 2010. Potency, µM (top dose mostly 56.1 µM), without a hit: at the highest dose activity change, negative = inhibition, hits mostly inhibitors. actives 0.2% (n = 350,000);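 also: potency is read from the fitted curve at half-maximal effect; plate controls were vehicle for no effect and no enzyme for full effect; nearly all actives have a fitted effect of over 35% in size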
Pol eta inh: qHTS for Inhibitors of Polymerase Eta; recombinant Pol eta, fluorescent DNA replication assay; DNA polymerase eta (Homo sapiens), Q9Y253; actives 1.2% (n = 390,000); Potency, µM (doses to about 114 µM), for inactives: at the top dose activity change, negative = inhibition, actives largely listed as inhibitors; also: potency is read from the fitted curve at half-maximal effect; % is scaled to controls: 0 for no effect and ±100 for the full control effect
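Fluorescent replication assay: 50 nM final substrate added after a 15 min room-temperature compound preincubation with 10 nM enzyme. Signal taken at 0 min and again at 10 min.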
Pol iota inh: qHTS for Inhibitors of Polymerase Iota; Potency, µM (top dose mostly 115 µM), inactives show at the top dose activity, negative = inhibition, actives largely listed as inhibitors; AID 588590, 2011; Pol iota fluorescent replication assay, 10 min; actives 1% (n = 390,000); also: potency is read from the fitted curve at half-maximal effect
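Pol iota at 10 nM preincubated 15 min with compounds at room temperature; reaction started with fluorescent substrate, 50 nM final. Fluorescence read kinetically at 0 and 10 min; buffer-only wells as negative control.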
POLB inh: qHTS Assay for Inhibitors of DNA Polymerase Beta | P06746 | Pol beta primer extension/strand displacement, fluorescence kinetic | Potency, µM (doses to about 114 µM), without a hit: at the top dose activity change, negative = inhibition, most hits filed as inhibitors | actives 1.3% (n = 340,000); also: potency is read from the fitted curve at half-maximal effect; % is scaled to controls: 0 for no effect and ±100 for the full control effect
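Kinetic readout of DNA synthesis with strand displacement by Pol beta. Compound and 10 nM enzyme sit 15 min at room temperature; 50 nM substrate starts the reaction, read immediately and at 10 min.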
* marks the source's active call; other numbers are inactive results; i = inactive; ? = inconclusive; nt = no result given; [ ] = another dose, or the depositor's remark. Unless noted, calls follow the shape of the dose curve; as a rule, active = well fitted curve in the direction sought with a large enough effect; inconclusive = small, poorly fitted or top-dose-only effect, or another doubt; inactive = no such curve, though single readings can be large; an effect the other way counts as inactive or inconclusive. These rows are one share of the data. The share of hits here may be higher or lower than overall.

SMILES	RXFP1 antag	Apoferritin bind	APE1 inh	PGK inhibitor	POLK inh	BLM helicase inh	Pol eta inh	Pol iota inh	POLB inh
O=C(Nc1ccc(OC(F)(F)F)cc1)N1CCN(c2ccnc3cc(Cl)ccc23)CC1	nt	-16%	-5%	6%	-18%	-11%	-14%	-16%	-23%
Nc1ccc(C(=O)N/N=C/c2sc(N3CCOCC3)nc2-c2ccccc2)cc1	-4	1%	?	8%	-15%	-21%	-20%	-4%	-7%
COc1ccc(OC)c(N/C=C/C(=C(C#N)C#N)N(C)C)c1	6	-10%	0%	-8%	-12%	-3%	-16%	18%	-16%
O=C(NNC(=O)c1ccccc1-n1cccc1)c1ccc(Cl)cc1	-4	-2%	-4%	0%	-17%	-1%	-17%	7%	20%
CCOC(=O)C1CCCN(Cc2cccc(Oc3ccccc3)c2)C1 (stereo not given)	-33	-9%	16%	i	-7%	-3%	-24%	134%[activator]	17%
N#Cc1ccccc1Cn1cc(/C=N/Nc2ccc([N+](=O)[O-])cn2)c2ccccc21	-3	-6%	?	-5%	-1%	-6%	-9%	14%	?
CCOC(=O)c1ccc(-c2ccc(C3Nc4ccccc4C(=O)N3O)o2)cc1 (stereo not given)	8	-10%	-1%	-5%	-13%	-11%	-4%	16%	19%
COC(=O)c1ccccc1NC(=O)CN(C)Cc1ccccc1	-15	-16%	-9%	-3%	-15%	-2%	-8%	?	8%
Cc1ccc(C)c(NC(=O)C2CCN(S(=O)(=O)c3ccc4c(c3)NC(=O)CO4)CC2)c1	-3	?	92%[activator]	i	9%	-1%	-8%	20%	-1%
COc1ccc(S(=O)(=O)N(CC(=O)NC2CC2)c2ccc(C)cc2)cc1	-28	-3%	1%	-9%	0%	-1%	-8%	56%[activator]	5%
CCCCNC(=O)OCCNC(=O)NC	1	2%	0%	-9%	-11%	-2%	-18%	8%	-1%
COc1ccc(NS(=O)(=O)c2cccc3cccnc23)cc1OC	-10	-15%	27%	-2%	-22%	9%	-13%	49%[activator]	14%
CCCOc1ccc2[nH]c(C(=O)N/N=C/c3cc(OC)c(OC)c(OC)c3)cc2c1	4	-3%	-30%	i	-19%	-7%	-12%	-1%	?
O=[N+]([O-])c1ccc(OCc2cnc(Cl)s2)cc1	-3	-18%	4%	-2%	1%	1%	-13%	28%	5%
CC1CN(C(=O)/C(C#N)=C2\N=C(NC(=O)c3ccccc3Cl)c3ccccc32)CC(C)O1 (stereo not given)	nt	0%	-4%	nt	nt	-1%	nt	nt	-25%
Cc1ccc(NC(=O)c2cc(-c3ccccc3)nn2-c2ccccc2)c(Br)c1	-16	-4%	0%	0%	0%	-12%	-23%	-7%	?
Cc1[nH]c(=S)[nH]c(=O)c1CCOc1ccccc1	-81*	?	10%	1%	-4%	0%	3%	18%	29%
CCOC(=O)c1ccc(N=C2S/C(=C\c3cc(C)n(-c4cccnc4)c3C)C(=O)N2C)cc1	0	-14%	-3%	2%	-8%	-6%	-15%	15%	-3%
Cc1ccc(Cn2ccnc2C(=O)Nc2ccccc2)cc1	-6	-15%	8%	-5%	-4%	-7%	0%	2%	-1%
COc1ccc(NC(=O)C2CCN(C(=O)c3cccs3)CC2)cc1	7	-12%	0%	-15%	3%	-4%	-1%	?	1%

The closing two entries of the section above open the next one.
SMILES	RXFP1 antag	Apoferritin bind	APE1 inh	PGK inhibitor	POLK inh	BLM helicase inh	Pol eta inh	Pol iota inh	POLB inh
Cc1ccc(Cn2ccnc2C(=O)Nc2ccccc2)cc1	-6	-15%	8%	-5%	-4%	-7%	0%	2%	-1%
COc1ccc(NC(=O)C2CCN(C(=O)c3cccs3)CC2)cc1	7	-12%	0%	-15%	3%	-4%	-1%	?	1%
CCS(=O)(=O)CCSC(=N)N	18	-5%	0%	nt	-6%	1%	-6%	15%	3%
CCOC(=O)c1c(C)oc2ccc(N(C(=O)c3ccncc3)S(=O)(=O)c3ccc(F)cc3C)cc12	0	-7%	nt	9%	-23%	-16%	?	-26%	3%
Cc1ccc(C)c(C(=O)COC(=O)c2ccc(C)c(S(=O)(=O)N3CCOCC3)c2)c1	-2	nt	-19%	2%	-9%	nt	-12%	-10%	nt
CCOc1cc(N2CCOCC2)c(OCC)cc1NC(=O)COC(=O)CCc1c[nH]c2ccccc12	-3	-7%	-5%	0%	-7%	-4%	?	10%	9%
COc1ccccc1CN(Cc1nc2ccccc2c(=O)[nH]1)S(=O)(=O)c1ccc(C)cc1	-9	-1%	9%	-3%[11.5 µM]	-4%	-8%	-9%	?	10%
CCOC(=O)c1c(N)sc2c1CCC(CC)C2 (stereo not given)	-3	-20%	-5%	-2%	-18%	-6%	-12%	0%	5%
CC(=O)Nc1ccc(S(=O)(=O)N2CC3(C)CC2CC(C)(C)C3)cc1 (stereo not given)	-6	-17%	-2%	5%	-1%	-2%	-9%	11%	-11%
CC(C)N1CCC(N2CCN(Cc3nc4ccccc4s3)CC2CCO)CC1 (stereo not given)	1	-7%	2%	-10%	2%	2%	-17%	45%[activator]	-27%
CCC1=NN2C(=N)/C(=C\c3ccc(OCc4cc(=O)n5nc(CC)sc5n4)c(OC)c3)C(=O)N=C2S1	2	-20%	?	-16%	32µM*	14µM*	8.9µM*	?	4.5µM*
CCC(NS(=O)(=O)c1ccc(C)cc1)C(=O)Nc1ccc(NC(C)=O)cc1 (stereo not given)	7	-1%	11%	i	-4%	2%	1%	21%	14%
CCC(C)[C@H](NC(=O)N1CC(=O)Nc2ccccc21)C(=O)N1CCC[C@@H]1C(=O)O (stereo not given in full)	nt	-1%	6%	0%	-2%	1%	-11%	-17%	-2%
COc1ccc(CNC(=O)CN2C(=O)NC3(CCCc4sccc43)C2=O)cc1OC (stereo not given)	-6	nt	21%	-2%	-4%	nt	-1%	12%	nt
COc1ccc(OC)c(S(=O)(=O)NC2CCSc3ccccc32)c1 (stereo not given)	-7	-1%	-2%	-5%	-4%	-4%	-21%	-18%	30%
CCN(Cc1nc2ccccc2c(=O)[nH]1)C(=O)CN1C(=O)NC2(CCCCC2C)C1=O (stereo not given)	5	nt	6%	-9%	6%	nt	-11%	-12%	nt
COc1ccc(/C=C/C(=O)CC(=O)/C=C/c2cccc(O)c2OC)cc1O	nt	?	?	nt	?	-3%	nt	nt	nt
CCOc1ccc(-n2cc(C(=O)N3CCCCCC3)c3cc(OC)c(OC)cc3c2=O)cc1	-15	-17%	-1%	i	3%	0%	-9%	14%	11%
COc1ccc(NC(=O)CSc2nc3ccsc3c(=O)n2CCC(=O)O)c(OC)c1	-8	-7%	44%	i	2%	-1%	-7%	11%	46%
CCn1nc(C(=O)OCC(=O)N(CC(C)C)c2c(N)n(Cc3ccccc3)c(=O)[nH]c2=O)c2ccccc2c1=O	9	nt	-21%	1%	-11%	nt	-2%	21%	nt
COc1ccc(CNC(=O)C2CC(=O)N(c3ccc(OCC(=O)N4C(C)CCCC4C)cc3)C2)cc1 (stereo not given)	-1	-10%	1%	-5%	0%	-4%	-11%	9%	-9%
C/C(CCc1oc2ccc(Br)cc2c1-c1ccc(C)o1)=N/O	-20	1%	-1%	-2%	-17%	-5%	-25%	15%	0%

Next section (3 carried over from the part before).
SMILES	RXFP1 antag	Apoferritin bind	APE1 inh	PGK inhibitor	POLK inh	BLM helicase inh	Pol eta inh	Pol iota inh	POLB inh
CCn1nc(C(=O)OCC(=O)N(CC(C)C)c2c(N)n(Cc3ccccc3)c(=O)[nH]c2=O)c2ccccc2c1=O	9	nt	-21%	1%	-11%	nt	-2%	21%	nt
COc1ccc(CNC(=O)C2CC(=O)N(c3ccc(OCC(=O)N4C(C)CCCC4C)cc3)C2)cc1 (stereo not given)	-1	-10%	1%	-5%	0%	-4%	-11%	9%	-9%
C/C(CCc1oc2ccc(Br)cc2c1-c1ccc(C)o1)=N/O	-20	1%	-1%	-2%	-17%	-5%	-25%	15%	0%
Oc1ccccc1/C=N/Nc1nn[nH]n1	5	-6%	-1%	i	6%	-1%	-5%	31%[activator]	-2%
CC(C)N(C)CCOC(=O)c1ccccc1Br	-7	-10%	-4%	i	-3%	1%	-6%	172%[activator]	23%
O=C(/C=C/c1ccc(-c2ccccc2[N+](=O)[O-])o1)c1ccco1	-64*	?	?	-17%	?	-24%	40µM*	?	?
O=C(O)CCn1nnc(-c2ccccc2)n1	0	-1%	0%	i	-13%	-3%	-6%	29%	-28%
COc1cccc(C2C(C#N)=C(N)OC3=C2C(=O)CC(c2ccco2)C3)c1OCc1ccc(F)cc1 (stereo not given)	7	-17%	?	-4%	-22%	-15%	?	?	?
O=C(c1cc2ccccc2cc1O)N1CCN(c2ccc([N+](=O)[O-])cc2)CC1	-24	nt	27%	i	-27%	nt	-10%	89µM*	nt
NCCCC[C@H](N)c1nnc([C@H](CCC(=O)O)NC(=O)C2CCNCC2)o1	nt	-6%	1%	-8%	-3%	2%	-12%	11%	5%
O=C(CCNS(=O)(=O)c1ccc(Br)s1)NC1CCCC1	-1	-9%	2%	-1%	-11%	0%	-18%	3%[58.9 µM]	4%
Cc1ccc(S(=O)(=O)c2nnn3c2nc(NCc2ccc(F)cc2)c2sccc23)cc1C	-11	?	nt	0%	-17%	-14%	-4%	-3%	-1%
COc1ccc(C)cc1NC(=O)CN(c1ccccc1)S(C)(=O)=O	-12	-8%	-9%	-2%	0%	-1%	-6%	1%	4%
CCOCCCNC(=O)c1cccc(OC2CCN(S(C)(=O)=O)CC2)c1	6	-8%	3%	-1%	-14%	6%	-23%	0%	3%

Screening results from PubChem BioAssay.
